AGP1-GFP MLPCN = modulators of AGP1-GFP expression in yeast TOR pathway, primary screen, cell-based, multiplex flow cytometry, S. cerevisiae, MLPCN library. 3 h; GFP as percent of DMSO wells. GFP response vs DMSO, % at 10 µM. 0.02% of 320,000 active;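 active = GFP response relative to DMSO above a set limit, near screen average plus 3 SD, cut at about 150% in these data; inconclusive = fewer than 70 cells counted for the yeast strain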;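 also: median GFP channel fluorescence of the gated AGP1 strain per well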
RPL19A TOR yeast = RPL19A-GFP expression modulators in yeast, primary screen, cell-based, S. cerevisiae, multiplex flow cytometry, MLPCN. S. cerevisiae RPL19A-GFP strain, 3 h; stronger effect = lower value. percent response vs DMSO, % at 10 µM. 0.3% of 330,000 active. AID 2025, 2009;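 active = percent response vs DMSO below 50%; inconclusive = fewer than 70 events counted for the yeast strain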;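 also: median channel GFP fluorescence of the barcoded RPL19A-GFP strain; ratio of sample median GFP to plate DMSO average so 100% = DMSO; lower means less RPL19A-GFP as with rapamycin TOR inhibition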
procasp3 activ = activators of human procaspase-3 D3A mutant, primary screen, biochemical, absorbance, PC-3 D3A mutant, single concentration. Caspase-3 (Homo sapiens), P42574. activation, % at 8.5 µM. recombinant procaspase-3 D3A, Ac-DEVD-pNA absorbance 405 nm. 0.11% of 330,000 active;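 active = activation above the mean of all tested compounds plus 3 SD, cut at about 21% in these data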;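 also: 0% = DMSO alone and 100% = DMSO wells spiked with extra 5 µM PC-3 D3A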
Target sequence (P42574 whole entry D9A/D28A/D175A): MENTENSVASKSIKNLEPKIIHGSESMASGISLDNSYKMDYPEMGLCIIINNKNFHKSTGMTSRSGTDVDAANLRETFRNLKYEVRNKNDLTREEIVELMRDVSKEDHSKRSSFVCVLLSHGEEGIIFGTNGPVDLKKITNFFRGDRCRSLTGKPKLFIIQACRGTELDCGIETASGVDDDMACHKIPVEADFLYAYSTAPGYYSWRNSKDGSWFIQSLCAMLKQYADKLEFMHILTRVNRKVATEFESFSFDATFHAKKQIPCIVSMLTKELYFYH
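Assay system: Autoprocessing-dead procaspase-3 D3A mutant enzyme; also added: Ac-DEVD-pNA; doses: one concentration, 8.5 µM nominal, 0.8% DMSO; times: 1 h compound preincubation, 2 h substrate hydrolysis at 25 °C; technique: 405 nm absorbance of p-nitroaniline, reads at 0 and 120 min; measure: % activation between DMSO and enzyme-spiked controls; repeats: single replicate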
CIT2 TOR yeast = modulators of CIT2-GFP expression in yeast, primary screen, S. cerevisiae, GFP fusion, multiplex flow cytometry, MLPCN library; S. cerevisiae CIT2-GFP strain, 3 h; 100 means same as DMSO wells; GFP response vs DMSO, % at 10 µM; 0.065% of 320,000 active;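 active = GFP response relative to DMSO above a set limit, near the screen mean plus 3 SD, cut at about 150% in these data; inconclusive = Fewer than 70 cells measured for a yeast strain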;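 also: ratio of well median GFP fluorescence to mean of DMSO wells on the plate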
LAP4 TOR yeast = modulators of LAP4-GFP expression in yeast, primary screen, S. cerevisiae, multiplex flow cytometry, MLPCN library | 3 h; median GFP as percent of DMSO wells | GFP response vs DMSO, % at 10 µM | 0.34% of 320,000 active | AID 2023, 2009;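 active = GFP response vs DMSO above a set limit, about the screen mean plus 3 SD, cut at about 150% in these data; inconclusive = under 70 cell events counted for the yeast strain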
AHR act = AHR activators, primary screen, cell-based, luminescence, luciferase reporter, human. Aryl hydrocarbon receptor (Homo sapiens), P35869. AHR-responsive luciferase reporter cells. activation, % at 5 µM. 2.5% of 320,000 active; in the data active = activation above about 47%;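 also: 0% = vehicle wells and 100% = reference agonist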
MEP2 TOR yeast = modulators of MEP2-GFP levels in yeast, primary screen, S. cerevisiae, multiplex flow cytometry, MLPCN library | S. cerevisiae MEP2-GFP strain, 3 h; 100% = DMSO control level | AID 2016, 2009 | GFP response vs DMSO, % at 10 µM | 0.51% of 330,000 active;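 active = GFP response versus DMSO above a set limit, roughly screen mean plus 3 SD, cut at about 180% in these data; inconclusive = fewer than 70 cells counted for a yeast strain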;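 also: median GFP fluorescence of the barcode-gated MEP2-GFP cells per well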
proCasp7 act = procaspase-7 activators, primary screen, counter-screen for procaspase-3 activator project, biochemical, absorbance, HTS, human; Caspase-7 (Homo sapiens), P55210; recombinant procaspase-7, Ac-DEVD-pNA absorbance 405 nm; D23A/D198A/D206A triple mutant, cannot self-cleave; scale: DMSO 0, 5 µM enzyme 100; activation, % at 8.5 µM; 0.093% of 330,000 active;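 active = percent activation above the screen-wide mean plus 3 SD, cut at about 25% in these data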
Target sequence (P55210 whole entry D23A/D198A/D206A): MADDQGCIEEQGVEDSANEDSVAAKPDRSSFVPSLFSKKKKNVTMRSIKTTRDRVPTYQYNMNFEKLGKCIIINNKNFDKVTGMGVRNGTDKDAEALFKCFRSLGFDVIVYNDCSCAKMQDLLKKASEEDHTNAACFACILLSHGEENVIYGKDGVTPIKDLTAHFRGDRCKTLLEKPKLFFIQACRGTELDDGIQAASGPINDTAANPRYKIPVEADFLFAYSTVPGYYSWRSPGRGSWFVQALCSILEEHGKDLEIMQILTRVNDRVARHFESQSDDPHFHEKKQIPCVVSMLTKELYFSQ
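Material: Procaspase-7 triple mutant (PC-7 D3A) | Quantity: 2 µM procaspase-7 mutant as dispensed | Reagent: DEVD-pNA substrate | Times: 1 h preincubation, 2 h reaction | Technique: 405 nm absorbance of p-nitroaniline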
* = called active by the depositor; ? = inconclusive; nt = no result given; [ ] = dose if it differs, or a comment.

SMILES	AGP1-GFP MLPCN	RPL19A TOR yeast	procasp3 activ	CIT2 TOR yeast	LAP4 TOR yeast	AHR act	MEP2 TOR yeast	proCasp7 act
COc1ccccc1N1CCN(C(=O)CCn2c(=O)[nH]c3ccccc3c2=O)CC1	106	101	-7	103	118	2	110	3
COC(=O)CSc1cc(C)nc2ccc(OC)cc12	103	99	-2	102	98	1	118	5
O=C(CCCCCNC(=O)c1ccccc1)N=Nc1c(O)[nH]c2c(Br)cc(Br)cc12	103	111	7	103	93	4	106	4
Cc1cc(Cl)c(OCCOCCN2CCN(C)CC2)c(Br)c1	104	105	-1	110	98	2	113	-2
O=C(Nc1ccc2c(c1)OCO2)c1c(F)c(F)c(F)c(F)c1F	94	92	-1	101	93	10	96	2
Nc1ccc2oc(=O)c3ccccc3c2c1	?	34*[may fluoresce violet]	6	?	71[may fluoresce violet]	39	231*[may fluoresce violet]	-4
COc1ccc(NC(=O)c2cccc(N3C(=O)C4CCC(C)CC4C3=O)c2)c(OC)c1 (configuration not stated)	101	102	1	103	92	-1	102	3
C[C@H](CO)N1C[C@H](C)[C@@H](CN(C)Cc2ccncc2)Oc2ccc(NC(=O)CCCCCC(=O)Nc3ccccc3N)cc2C1=O	87	95	3	83	88	0	92	4
COCCCNC(=O)c1ccc(CSCc2ccc(C)cc2)o1	101	103	1	103	103	4	107	-1
CN1CCN(C(=O)c2cnn3c2NC(c2ccccc2)CC3C(F)(F)F)CC1 (configuration not stated)	91	95	2	102	88	0	96	5
CC(C)[C@H]1COCCS(=O)(=O)N1Cc1cccc(Cl)c1	86	100	0	96	129	-1	98	-5
Cc1cc([N+](=O)[O-])ccc1NCc1cccc2ccccc12	100	104	-2	99	98	4	111	0
Cc1ccc2[nH]c(-c3ccccc3)c(CN3CCCC3)c(=O)c2c1	105	94	1	96	97	3	98	-2
Cc1cc(C)c(S(=O)(=O)NCCn2ccc3ccccc32)c(C)c1	96	101	-3	91	103	6	102	12
COC(=O)c1cn(C(=O)c2ccc(C)cc2)c2ccccc12	94	97	-9	95	101	-3	99	3
CCN(CC)C(=O)c1ccc(-c2nnc(OC)c3ccccc23)cc1	112	102	2	105	110	1	98	5
CCOc1ccc(CCNC(=O)COC(=O)C2CCN(c3ccc(C(F)(F)F)cn3)CC2)cc1OCC	105	97	-4	91	112	0	97	3
Cc1ccc(-c2nc3ncccc3o2)cc1NC(=O)c1ccccc1	nt	101	2	nt	nt	5	109	5
Cc1nn(-c2ccc(F)cc2)c(Cl)c1C(=O)NCC1CCCO1 (configuration not stated)	97	93	7	90	98	-1	95	4
O=C(Nc1nc(-c2ccco2)c(-c2ccco2)s1)C1CC(=O)N(c2ccc3c(c2)OCCO3)C1 (configuration not stated)	102	104	-3	99	105	5	107	-5
Cc1nnc(NC(=O)CSc2nnc(C)n2-c2ccc(F)cc2)s1	80	100	2	99	97	0	64	5
Cc1ccccc1NC(=O)CSCc1cc(=O)n2ccsc2n1	88	90	-2	97	87	0	118	-2
CNc1c(NS(=O)(=O)c2ccc(F)cc2)c(=O)oc2ccccc12	105	103	9	106	97	-1	106	11
Cn1c(SCC(=O)Nc2ccccc2Oc2ccccc2)nnc1C1CC1	97	97	12	96	102	-1	101	4
Cc1[nH]c2ccccc2c1CCNC(=O)CCC(=O)c1ccccc1	107	101	0	106	97	4	98	-5
COC(=O)c1ccc(C2C(C(C)=O)=C(O)C(=O)N2CCO)cc1 (configuration not stated)	nt	?	1	92[may fluoresce red]	72[may fluoresce red]	-2	88[may fluoresce red]	1
CN(C)c1oc(-c2ccccc2)nc1C#N	93	96	-2	106	90	-1	95	1
COc1ccc(C(=O)C2CCCN(Cc3cccn3-c3ccc(Cl)cn3)C2)c(OC)c1 (configuration not stated)	100	104	9	98	105	41	108	7
CCc1noc(C)c1C(=O)N1CCN(S(=O)(=O)c2ccccc2C(F)(F)F)CC1	95	91	8	88	91	-2	88	3
CCN(CC)S(=O)(=O)c1ccc(C(=O)NC2=NCCS2)cc1	100	101	-1	106	95	0	104	12
Cc1cc(N2CCN(C(=O)c3ccco3)CC2)nc(-c2ccccc2)n1	98	98	4	84	93	0	94	0
Cn1c(=O)c(C(=O)Nc2ncccn2)c(O)c2ccccc21	81	71	-3	65	108	67*	98	1
COCCCNC(=S)N1CCN(c2nc(-c3ccccc3)cs2)CC1	96	103	8	104	93	-3	104	12
CCN(CC)c1ccc(NC(=O)CSc2n[nH]c(-c3ccco3)n2)cc1	116	103	5	101	109	6	104	4
COc1cccc(CNC(=O)COc2ccc(C(=O)c3ccccc3)cc2)c1	100	99	1	104	99	1	104	-3
Cc1ccc(F)cc1NC(=O)COC(=O)c1ccc2ncsc2c1	94	101	-2	89	106	1	103	-5
C=C(C)Cn1c(C(C)NC(=O)CCC)nc2ccccc21 (configuration not stated)	98	96	3	nt	92	1	96	5
CC(C)(C)C(=O)C(Oc1cccc2nonc12)n1cncn1 (configuration not stated)	81	114	3	76	81	-1	88	3
COc1ccc(NCc2nnc(-c3ccccc3)o2)cc1	106	106	-6	104	113	4	102	4
Cc1ccc(NC(=O)Cc2c(C(=O)O)n(C)c3ccccc23)cc1F	93	96	-3	88	99	10	98	4
CC(=O)c1cccc(NC(=O)N2CCC(NC(=O)c3ccco3)CC2)c1	95	92	6	100	87	1	92	4
N#CC(C(=S)Nc1ccccc1)c1nc2ccccc2[nH]1 (configuration not stated)	106	97	-16	102	105	73*	101	-27
COc1ccc(OC)c(C2C3CN(C(C)C)CC=C3C(C#N)=C(N)C2(C#N)C#N)c1 (configuration not stated)	103	98	2	98	104	6	108	-5
CCN(C[C@H]1N[C@@](C)(C(=O)OC)[C@H]2C(=O)N(Cc3ccccc3)C(=O)[C@@H]12)S(=O)(=O)c1ccc(F)cc1	91	92	3	88	93	2	92	0
O=C(COC(=O)COc1ccc(Cl)cc1Cl)Nc1cccnc1Cl	88	102	11	120	89	1	112	-5
COc1ccc(N2CCN(S(=O)(=O)CC34CCC(CC3=O)C4(C)C)CC2)cc1 (configuration not stated)	98	99	-5	99	91	0	103	-4
CCOc1ccc(S(=O)(=O)Nc2ccc(S(=O)(=O)N3CCOCC3)cc2)cc1	104	99	2	106	99	3	101	-2
COC(=O)c1ccc(COc2ccc(CNCc3ccc(Cl)cc3)cc2)cc1	95	105	-3	103	99	1	102	5
COc1ccc2c(c1OC)C(=O)OC2Nc1nc(-c2cc3cc([N+](=O)[O-])ccc3oc2=O)cs1 (configuration not stated)	85	88	3	96	83	-4	103	-2
CN(C)C(=O)c1c([N+](=O)[O-])ncn1C	123	101	-5	90	100	0	96	-4
COc1cccc(CNC(=O)C(=O)NCC2CCCO2)c1 (configuration not stated)	99	92	5	99	98	0	97	7
Fc1ccc2[nH]c3c(c2c1)CN(C(=S)NCc1ccccc1)CC3	104	104	-4	97	105	1	103	0
COc1ccc(S(=O)(=O)N2CCCCCC2)cc1C(=O)OCC(=O)NC1CCS(=O)(=O)C1 (configuration not stated)	98	94	0	84	97	-1	90	14
CCOc1cc(S(=O)(=O)Nc2ccncc2)ccc1F	103	104	9	107	99	0	113	1
CCOC(=O)C1(CCc2ccccc2)CCN(C2Cc3ccccc3C2)CC1	99	99	5	99	98	2	101	-2
CCn1c(C)[n+](CCOC(C)=O)c2cc(Cl)c(Cl)cc21	105	99	-1	104	101	0	96	-7
CCCCCc1c(C)nc(Nc2ccccc2)[nH]c1=O	102	102	6	110	110	-8	105	4
O=C(Nc1nnc(-c2ccccc2)o1)Nc1ccc(F)cc1F	97	106	-3	100	106	-1	109	6
Cc1ccc(Nc2nc(N)nc(-c3oc4ccccc4c3C)n2)cc1	91	91	4	103	131	104*	97	1
Nc1nc(NCc2ccco2)nc(N2CCOCC2)c1[N+](=O)[O-]	111	98	1	103	108	2	95	5

Five successive compounds out of the list so far, for reference:
SMILES	AGP1-GFP MLPCN	RPL19A TOR yeast	procasp3 activ	CIT2 TOR yeast	LAP4 TOR yeast	AHR act	MEP2 TOR yeast	proCasp7 act
CCn1c(C)[n+](CCOC(C)=O)c2cc(Cl)c(Cl)cc21	105	99	-1	104	101	0	96	-7
CCCCCc1c(C)nc(Nc2ccccc2)[nH]c1=O	102	102	6	110	110	-8	105	4
O=C(Nc1nnc(-c2ccccc2)o1)Nc1ccc(F)cc1F	97	106	-3	100	106	-1	109	6
Cc1ccc(Nc2nc(N)nc(-c3oc4ccccc4c3C)n2)cc1	91	91	4	103	131	104*	97	1
Nc1nc(NCc2ccco2)nc(N2CCOCC2)c1[N+](=O)[O-]	111	98	1	103	108	2	95	5

Next records follow:
SMILES	AGP1-GFP MLPCN	RPL19A TOR yeast	procasp3 activ	CIT2 TOR yeast	LAP4 TOR yeast	AHR act	MEP2 TOR yeast	proCasp7 act
O=C(O)c1ccc(C2Nc3ccccc3C(=O)N2Cc2ccccc2)cc1 (configuration not stated)	98	106	-7	103	105	2	109	4
CC(C)C(c1nnnn1C(C)(C)C)N1CCC(Cc2ccccc2)CC1 (configuration not stated)	101	99	-5	112	105	-1	111	1
COC(=O)c1cccc(NC(=O)NC(=O)c2ccccc2Cl)c1	94	105	4	94	103	-10	112	-2
CCC(CC)C(=O)N1N=C(c2ccc(NS(C)(=O)=O)cc2)CC1c1ccccc1 (configuration not stated)	103	101	5	95	95	4	97	4
Cc1cccc(C)c1NC(=O)CNc1ccccc1	106	100	-6	105	102	-3	106	7
CCN(CC(=O)Nc1cc(S(=O)(=O)N2CCCCC2)ccc1Cl)Cc1ccccc1	92	90	0	89	91	-1	97	0
CC(=O)Nc1ccc(NC(=O)Nc2ccc3c(c2)N(C)C(=O)CS3)cc1	106	116	16	102	100	2	103	-2
CCOc1ccc2nc(SCC(=O)NC3CC3)sc2c1	89	97	6	93	96	19	96	1
CCOc1ccccc1CN1CCC(N2CCOCC2)CC1	124	101	-2	119	119	2	107	-1
Cc1c(S(=O)(=O)NC2CCCCC2)c(=O)n(C)c(=O)n1C	97	99	-9	92	106	1	100	-5
Cn1c(C(=O)NC2CCCCC2)cc2c(=O)n3ccccc3nc21	99	99	-4	101	103	-4	103	-2
CC(C)(C)OC(=O)NCC1CCC(C(=O)NC[C@H](CC(=O)O)c2ccc(Cl)cc2)CC1 (some centres not stated)	98	105	3	97	91	0	102	8
CCOc1cc(/C=C2\C(=O)ON=C2C)ccc1OCc1ccccc1	95[may fluoresce green]	99[may fluoresce green]	2	90[may fluoresce green]	120[may fluoresce green]	1	92[may fluoresce green]	-8
O=C(O)C1CCN(C(=O)Cc2ccccc2)CC1	98	105	-3	92	96	0	101	9

Screening results (PubChem)

Rows were taken by chance; any-hit rate near 3.5%.
